High-throughput results: PubChem BioAssay, several laboratories
zVAD death inh: blocks zVAD induced death of L929 cells | L929 zVAD necroptosis rescue, ATP luminescence, 24 h; with zVAD 60 µM | viability rescue, % at 10 µM | 220,000 compounds, 0.38% hits | AID 1377;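 active means activation, scaled between plate controls, above about 75%, limit read from the data; inactive means activation under that limit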;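 further: 0% = zVAD with DMSO and 100% = DMSO alone without zVAD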
Runt-SMMHC FRET: inhibitors of human RUNX1 Runt domain binding to CBFb-SMMHC. Q01196+Q13951. Cerulean-Runt/Venus-CBFb-SMMHC FRET ratio 530/480, 1 h. inhibition, % at 20 µM. 220,000 compounds, 0.74% hits. AID 1434;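 active means mean inhibition across duplicate retests at 20 µM reaching about 50%, limit read from the data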;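 further: 0% = DMSO wells and 100% = wells with excess untagged CBFb-SMMHC; inhibitors lower the FRET ratio by blocking Runt binding to CBFb-SMMHC; some results filed as inactive read as strong as hits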
Hck-Nef inh: human Hck-Nef kinase inhibition; Recombinant Hck-YEEI plus Nef, Z-Lyte FRET kinase assay; inhibition, % at 20 µM; 220,000 compounds, 0.68% hits; AID 463187;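 active means Hck-Nef kinase inhibition above about 50%, limit read from the data; inactive means inhibition below that limit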;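 further: 0% = DMSO with Hck plus Nef and 100% = Hck alone without Nef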
Target sequence (P08631 whole entry, looked up): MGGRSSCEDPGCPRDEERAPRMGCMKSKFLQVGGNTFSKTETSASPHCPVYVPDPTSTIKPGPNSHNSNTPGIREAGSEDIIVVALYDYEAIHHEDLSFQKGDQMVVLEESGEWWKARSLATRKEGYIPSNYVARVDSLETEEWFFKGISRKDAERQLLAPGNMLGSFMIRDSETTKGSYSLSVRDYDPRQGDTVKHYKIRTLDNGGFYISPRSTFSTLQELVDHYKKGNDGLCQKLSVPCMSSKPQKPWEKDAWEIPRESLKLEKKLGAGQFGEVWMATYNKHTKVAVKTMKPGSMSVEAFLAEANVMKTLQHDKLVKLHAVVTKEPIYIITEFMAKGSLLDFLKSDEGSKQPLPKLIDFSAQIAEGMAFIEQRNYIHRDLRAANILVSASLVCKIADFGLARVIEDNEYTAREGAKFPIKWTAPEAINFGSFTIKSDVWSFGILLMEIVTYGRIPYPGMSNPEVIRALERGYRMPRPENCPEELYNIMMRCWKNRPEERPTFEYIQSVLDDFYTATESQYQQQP
TbHK1 inh: blocks Trypanosoma brucei hexokinase 1 activity. recombinant TbHK1, G6PDH-coupled NADH A340. 220,000 compounds, 0.11% hits. AID 1430. inhibition, % at 10 µM;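 active means inhibition of 50% or more in the single-dose primary screen; inactive means inhibition below 50%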
EBV gp42 block: inhibitors of Epstein-Barr virus glycoprotein 42; Q1HVG2; Fluorescence polarization binding assay, mP read-out; inhibition, % (tested at 21.74 µM); 220,000 compounds, 0.42% hits; in the data active means inhibition above about 50%
Mdm2 ligase inh: inhibitors of human Mdm2 E3 ubiquitin ligase | cell-based MDM2 ubiquitination luciferase reporter, 2 h; 0 = plate control, 100 = twice control, blank-subtracted | signal enhancement, % at 5 µM | 210,000 compounds, 0.11% hits | AID 1230;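 active means signal enhancement of 30% or more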;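 further: luminescence tracks abundance of the self-degrading MDM2-luciferase fusion protein; higher signal means inhibition of MDM2 E3 ligase activity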
Target sequence (Q00987 whole entry, looked up, the tested form may be a part): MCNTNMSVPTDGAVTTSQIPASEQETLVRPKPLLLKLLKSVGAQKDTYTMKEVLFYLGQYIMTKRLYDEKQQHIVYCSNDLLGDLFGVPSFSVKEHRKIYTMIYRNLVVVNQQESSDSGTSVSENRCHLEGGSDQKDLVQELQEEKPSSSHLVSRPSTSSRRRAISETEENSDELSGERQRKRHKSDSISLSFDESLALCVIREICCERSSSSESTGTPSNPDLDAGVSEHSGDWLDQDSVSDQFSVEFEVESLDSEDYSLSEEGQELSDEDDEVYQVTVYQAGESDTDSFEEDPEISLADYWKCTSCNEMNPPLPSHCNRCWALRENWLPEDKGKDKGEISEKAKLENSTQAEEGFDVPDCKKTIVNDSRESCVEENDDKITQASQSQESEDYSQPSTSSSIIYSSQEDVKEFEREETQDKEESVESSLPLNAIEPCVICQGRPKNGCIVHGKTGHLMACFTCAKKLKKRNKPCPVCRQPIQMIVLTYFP
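test system = mammalian cells stably expressing self-ubiquitinating, self-degrading MDM2 E3–luciferase fusion | quantity = 2000 cells/well | incubation = cell settling 4 h, compound treatment 2 h, both 37 °C | signal = luminescence with SteadyLite reagent, 15 min at room temperature | evaluation = % enhancement relative to plate controls after blank subtraction | benchmarks = plate controls and plate blanks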
Runt-CBFb FRET: inhibitors of human RUNX1 Runt domain binding to CBFb; Q01196+Q13951; Cerulean-Runt/Venus-CBFb FRET ratio 530/480, 1 h; inhibition, % at 20 µM; 220,000 compounds, 0.46% hits;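 active means inhibition over about 50% at 20 µM in the single-dose screen, limit read from the data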;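 further: 0% = DMSO wells and 100% = excess unlabeled CBFb competitor control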
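Buffer or medium: Tris pH 7.5 buffer with BSA. Assay system: Cerulean-labeled Runt domain protein. Amount: each fluorescent fusion protein 100 nM. Read-out basis: loss of energy transfer signal. Incubation: 1 h compound exposure, room temperature. Probe or stimulus: Venus-CBFb binding partner, 100 nM. Detection: FRET, excitation 422 nm, emission at 530 and 480 nm.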
14-3-3 Bad PPI: disrupts binding of bovine 14-3-3 zeta to phospho-Bad peptide; TR-FRET 14-3-3zeta/Dy647-pBad peptide displacement, 1 h; inhibition, % at 21.7 µM; 220,000 compounds, 0.71% hits; AID 781;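 active means inhibition above about 70%, limit read from the data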;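 further: 0% = full 14-3-3 plus peptide FRET controls and 100% = background without 14-3-3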
p47phox inh: p47phox (human) inhibition; p47phox/p22phox peptide binding, fluorescence polarization, 2 h; inhibition, % at 24.7 µM; 220,000 compounds, 0.53% hits;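 active means inhibition above about 30%, limit read from the data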;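 further: 0% = p47phox with labelled peptide and 100% = labelled peptide alone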
* = called active by the depositor; [ ] = another dose, or the depositor's remark.

Results for NC(=S)NNC(=O)/C(=C/c1ccc(Br)cc1)NC(=O)c1ccccc1 ?
zVAD death inh: 0.7; Runt-SMMHC FRET: 5; Hck-Nef inh: 25; TbHK1 inh: -16; EBV gp42 block: 0; Mdm2 ligase inh: 2; Runt-CBFb FRET: 4; 14-3-3 Bad PPI: 35; p47phox inh: -7

Results for C=CCn1c(SCC(=O)NCCCC(=O)OCC)nc2scc(-c3ccco3)c2c1=O ?
zVAD death inh: -0.1; Runt-SMMHC FRET: 1; Hck-Nef inh: 20; TbHK1 inh: -14; EBV gp42 block: -7; Mdm2 ligase inh: -2; Runt-CBFb FRET: -1; 14-3-3 Bad PPI: -2; p47phox inh: -2

How did CCOC(=O)c1cn(-c2c(C)n(C)n(-c3ccccc3)c2=O)c2c(F)c(F)c(F)cc2c1=O do in these assays?
zVAD death inh: 0.5; Runt-SMMHC FRET: -2; Hck-Nef inh: 16; TbHK1 inh: -16; EBV gp42 block: -1; Mdm2 ligase inh: -101; Runt-CBFb FRET: 3; 14-3-3 Bad PPI: 2; p47phox inh: 1

What do the screens show for `CS(=O)(=O)N(CC(=O)Nc1ccc(S(=O)(=O)N2CCCC2)cc1)c1cccc(F)c1`?
zVAD death inh: 0.6; Runt-SMMHC FRET: 1; Hck-Nef inh: 24; TbHK1 inh: -3; EBV gp42 block: 2; Mdm2 ligase inh: 3; Runt-CBFb FRET: 0; 14-3-3 Bad PPI: -2; p47phox inh: -5

What do the screens show for `CC(NS(=O)(=O)c1ccc(Cl)cc1)C(c1cccs1)N1CCN(C)CC1` (configuration not stated)?
zVAD death inh: -0.4; Runt-SMMHC FRET: -1; Hck-Nef inh: 11; TbHK1 inh: 14; EBV gp42 block: -11; Runt-CBFb FRET: -2; 14-3-3 Bad PPI: 4; p47phox inh: -8

How did COc1ccccc1/C=C/C=N/NC(=O)c1ccco1 do in these assays?
zVAD death inh: 0.1; Runt-SMMHC FRET: -1; Hck-Nef inh: 26; TbHK1 inh: -99; EBV gp42 block: -15; Mdm2 ligase inh: -1; Runt-CBFb FRET: 0; 14-3-3 Bad PPI: -5; p47phox inh: -8

What do the screens show for `Cc1ccc(C(=O)N/N=C/c2sc(=O)n(Cc3cccc(C(=O)O)c3)c2Cl)cc1`?
zVAD death inh: 0.4; Runt-SMMHC FRET: -1; Hck-Nef inh: -2; TbHK1 inh: -36; EBV gp42 block: -2; Mdm2 ligase inh: -20; Runt-CBFb FRET: 2; 14-3-3 Bad PPI: -10; p47phox inh: -8

How did OC(COc1ccc2ccccc2c1)Cn1cncn1 (configuration not stated) do in these assays?
zVAD death inh: 0.3; Runt-SMMHC FRET: 4; Hck-Nef inh: 14; TbHK1 inh: -3; EBV gp42 block: -13; Mdm2 ligase inh: 7; Runt-CBFb FRET: -1; 14-3-3 Bad PPI: -1; p47phox inh: 3

How did Cc1ccccc1C(=O)Nc1c2c(nc3ccccc13)CCCC2 do in these assays?
zVAD death inh: 1.0; Runt-SMMHC FRET: 0; Hck-Nef inh: 1; TbHK1 inh: -7; EBV gp42 block: 0; Mdm2 ligase inh: -12; Runt-CBFb FRET: 1; 14-3-3 Bad PPI: -1; p47phox inh: -6

What do the screens show for `CCSC1=NCCN1C(=O)c1c(-c2ccccc2Cl)noc1C`?
zVAD death inh: 0.2; Runt-SMMHC FRET: 3; Hck-Nef inh: -13; TbHK1 inh: -2; EBV gp42 block: -9; Mdm2 ligase inh: -7; Runt-CBFb FRET: 2; 14-3-3 Bad PPI: -5; p47phox inh: -1

How did CC1CCN(c2nc(/C=C/c3ccccc3)nc3ccccc23)CC1 do in these assays?
zVAD death inh: -0.1; Runt-SMMHC FRET: -8; Hck-Nef inh: 0; TbHK1 inh: -3; EBV gp42 block: -12; Mdm2 ligase inh: 0; Runt-CBFb FRET: -5; 14-3-3 Bad PPI: 1; p47phox inh: -21

Results for CCc1c(-c2ccccc2)nc(N)c(C#N)c1-c1cccs1 ?
zVAD death inh: -0.1; Runt-SMMHC FRET: 2; Hck-Nef inh: -1; TbHK1 inh: 3; EBV gp42 block: 14; Mdm2 ligase inh: -10; 14-3-3 Bad PPI: -1; p47phox inh: -1

How did Cc1nnsc1S(=O)(=O)Cc1ccccc1C(F)(F)F do in these assays?
zVAD death inh: 10; Runt-SMMHC FRET: 0; Hck-Nef inh: 6; TbHK1 inh: 0; EBV gp42 block: -6; Mdm2 ligase inh: -2; Runt-CBFb FRET: 1; 14-3-3 Bad PPI: -7; p47phox inh: -14

What do the screens show for `CCCCn1ccnc1C(=O)c1cccc(S(=O)(=O)N2CC(C)CC(C)C2)c1` (configuration not stated)?
zVAD death inh: 0.5; Runt-SMMHC FRET: -3; Hck-Nef inh: 2; TbHK1 inh: -1; EBV gp42 block: 1; Mdm2 ligase inh: -10; Runt-CBFb FRET: -2; 14-3-3 Bad PPI: 9; p47phox inh: -14

What do the screens show for `COc1ccc(S(=O)(=O)NNC(N)=S)cc1`?
zVAD death inh: 0.2; Runt-SMMHC FRET: 1; Hck-Nef inh: 16; TbHK1 inh: 8; EBV gp42 block: -9; Mdm2 ligase inh: -4; Runt-CBFb FRET: 3; 14-3-3 Bad PPI: 0; p47phox inh: -10

What do the screens show for `COc1ccc(NC(=O)NC(C(F)(F)F)C(F)(F)F)cc1`?
zVAD death inh: 1.3; Runt-SMMHC FRET: 0; Hck-Nef inh: 2; TbHK1 inh: 2; EBV gp42 block: -19; Mdm2 ligase inh: 8; Runt-CBFb FRET: 0; 14-3-3 Bad PPI: -2; p47phox inh: -7

What do the screens show for `O=C(c1ccco1)N1CCN(Cc2nc(Cc3ccccc3)no2)CC1`?
zVAD death inh: 3.4; Runt-SMMHC FRET: -6; Hck-Nef inh: 21; TbHK1 inh: -3; EBV gp42 block: -1; Mdm2 ligase inh: 4; Runt-CBFb FRET: -1; 14-3-3 Bad PPI: 4; p47phox inh: 131*

How did O=C(COc1ccccc1)Nc1nc(-c2cccs2)cs1 do in these assays?
zVAD death inh: 3.2; Runt-SMMHC FRET: 2; Hck-Nef inh: 8; TbHK1 inh: 11; EBV gp42 block: -25; Mdm2 ligase inh: -11; Runt-CBFb FRET: -2; 14-3-3 Bad PPI: -1; p47phox inh: -8

Results for Cc1nc(-c2ccc(S(=O)(=O)Nc3ccc(Br)cc3Cl)s2)cs1 ?
zVAD death inh: 0.0; Runt-SMMHC FRET: -4; Hck-Nef inh: 16; TbHK1 inh: 5; EBV gp42 block: 5; Mdm2 ligase inh: -5; Runt-CBFb FRET: -2; 14-3-3 Bad PPI: 9; p47phox inh: -20

How did Cc1nn2cnc3sc4c(c3c2nc1=O)CCCC4 do in these assays?
zVAD death inh: 0.9; Runt-SMMHC FRET: -4; Hck-Nef inh: 1; TbHK1 inh: -15; EBV gp42 block: -26; Mdm2 ligase inh: -4; Runt-CBFb FRET: -2; 14-3-3 Bad PPI: 17; p47phox inh: -5

What do the screens show for `Cc1csc(NC(=O)C2CCCN2C(=O)Oc2ccccc2)n1` (configuration not stated)?
zVAD death inh: 5.5; Runt-SMMHC FRET: 5; Hck-Nef inh: -1; TbHK1 inh: 4; EBV gp42 block: -7; Mdm2 ligase inh: -13; Runt-CBFb FRET: -1; 14-3-3 Bad PPI: -8[fluorescence artefact?]; p47phox inh: -1

Results for Cc1ccc(C2SCC(C(=O)O)N2C(=O)c2ccc(F)cc2)cc1 (configuration not stated) ?
zVAD death inh: -0.2; Runt-SMMHC FRET: -1; Hck-Nef inh: 1; TbHK1 inh: -5; EBV gp42 block: -11; Mdm2 ligase inh: 2; Runt-CBFb FRET: 1; 14-3-3 Bad PPI: 0; p47phox inh: -5

How did Cc1ccc(Nc2nnc(SCC(=O)NC3CCS(=O)(=O)C3)s2)c(C)c1 (configuration not stated) do in these assays?
zVAD death inh: 1.0; Runt-SMMHC FRET: -2; Hck-Nef inh: 24; TbHK1 inh: -1; EBV gp42 block: -7; Mdm2 ligase inh: -15; Runt-CBFb FRET: -1; 14-3-3 Bad PPI: -13; p47phox inh: -3

Results for CC(C)N(Cc1nc(-c2ccc(Cl)cc2)no1)C(=O)CN(C)S(=O)(=O)c1ccc(Cl)cc1 ?
zVAD death inh: 0.4; Runt-SMMHC FRET: 0; Hck-Nef inh: 0; TbHK1 inh: -9; EBV gp42 block: 0; Mdm2 ligase inh: 0; Runt-CBFb FRET: -2; 14-3-3 Bad PPI: 6; p47phox inh: -10

Reprinted from the part before: two entries, then new ones.
How did Cc1ccc(Nc2nnc(SCC(=O)NC3CCS(=O)(=O)C3)s2)c(C)c1 (configuration not stated) do in these assays?
zVAD death inh: 1.0; Runt-SMMHC FRET: -2; Hck-Nef inh: 24; TbHK1 inh: -1; EBV gp42 block: -7; Mdm2 ligase inh: -15; Runt-CBFb FRET: -1; 14-3-3 Bad PPI: -13; p47phox inh: -3

Results for CC(C)N(Cc1nc(-c2ccc(Cl)cc2)no1)C(=O)CN(C)S(=O)(=O)c1ccc(Cl)cc1 ?
zVAD death inh: 0.4; Runt-SMMHC FRET: 0; Hck-Nef inh: 0; TbHK1 inh: -9; EBV gp42 block: 0; Mdm2 ligase inh: 0; Runt-CBFb FRET: -2; 14-3-3 Bad PPI: 6; p47phox inh: -10

Results for Cc1ccnc(N2CCN(C(=O)CSc3nc4ccccc4nc3N3CCC(C)CC3)CC2)c1 ?
zVAD death inh: 0.4; Runt-SMMHC FRET: 1; Hck-Nef inh: -7; TbHK1 inh: -4; EBV gp42 block: 0; Mdm2 ligase inh: -3; Runt-CBFb FRET: -4; 14-3-3 Bad PPI: -15; p47phox inh: -7

What do the screens show for `Cc1cccc(C)c1NC(=O)c1cccc2c1-c1ccccc1C2=O`?
zVAD death inh: 0.5; Runt-SMMHC FRET: 0; Hck-Nef inh: 3; TbHK1 inh: -6; EBV gp42 block: -15; Mdm2 ligase inh: -5; Runt-CBFb FRET: -2; 14-3-3 Bad PPI: -7[fluorescence artefact?]; p47phox inh: -5

What do the screens show for `CC(C)N1C(=O)c2ccc(C(=O)O)cc2C1=O`?
zVAD death inh: 0.0; Runt-SMMHC FRET: 0; Hck-Nef inh: 1; TbHK1 inh: -1; EBV gp42 block: 5; Mdm2 ligase inh: 10; Runt-CBFb FRET: -1; 14-3-3 Bad PPI: 0[fluorescence artefact?]; p47phox inh: 3

Results for COCCNC(=O)C(c1ccc(Cl)cc1)N(C(=O)CCC(=O)Nc1ccccn1)C1CCCC1 (configuration not stated) ?
zVAD death inh: -1.2; Runt-SMMHC FRET: 3; Hck-Nef inh: -16; TbHK1 inh: 0; EBV gp42 block: -4; Mdm2 ligase inh: -14; Runt-CBFb FRET: -1; 14-3-3 Bad PPI: -2; p47phox inh: -6

Results for O=[N+]([O-])c1cc(CN2CCOCC2)c2cccnc2c1O ?
zVAD death inh: 0.7; Runt-SMMHC FRET: -2; Hck-Nef inh: 26; TbHK1 inh: 16; EBV gp42 block: 87*; Mdm2 ligase inh: -3; Runt-CBFb FRET: 5; 14-3-3 Bad PPI: 17; p47phox inh: 0

What do the screens show for `Cc1ccc(C2=NN3C(C(=O)c4ccccc4)Oc4ccccc4C3C2)cc1` (configuration not stated)?
zVAD death inh: 0.0; Runt-SMMHC FRET: 3; Hck-Nef inh: 0; TbHK1 inh: -7; EBV gp42 block: -11; Mdm2 ligase inh: -4; Runt-CBFb FRET: 2; p47phox inh: -34
